Screening data deposited in PubChem BioAssay by several laboratories.
Rev-erbA mod = modulators of human Rev-erb alpha DNA binding. Rev-erbα–FITC-DNA binding, fluorescence polarization, 90 min. 0.79% of 370,000 active. activity, % at 10 µM. P20393;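 active = activity above about 14%, limit read from the data; passing the limit was not always enough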;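 note: 0% = DMSO wells with 35 nM protein and 100% = DMSO wells with 750 nM protein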
TCR-CD3 inh = human TCR-CD3 binding inhibition; 0.37% of 360,000 active; inhibition, % at 9.4 µM; TAMRA-labeled TCR probe fluorescence, biochemical; AID 651800; in the data active = inhibition above about 19%;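 note: recombinant mutant TCR 2C K166C tagged with TAMRA read by polarization; 0% = receptor in buffer alone and 100% = receptor with positive control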
TDP2 inh = blocks human TDP2 phosphodiesterase activity. O95551. recombinant TDP2, T5PNP hydrolysis, p-nitrophenol absorbance 415 nm. inhibition, % at 12.8 µM. 0.34% of 370,000 active. AID 720702;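 active = inhibition above the mean of all tested compounds plus 3 SD, set per campaign, cut at about 25% in these data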;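 note: 0% = DMSO with enzyme and 100% = buffer with substrate but no TDP2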
Target sequence (O95551 whole entry, looked up): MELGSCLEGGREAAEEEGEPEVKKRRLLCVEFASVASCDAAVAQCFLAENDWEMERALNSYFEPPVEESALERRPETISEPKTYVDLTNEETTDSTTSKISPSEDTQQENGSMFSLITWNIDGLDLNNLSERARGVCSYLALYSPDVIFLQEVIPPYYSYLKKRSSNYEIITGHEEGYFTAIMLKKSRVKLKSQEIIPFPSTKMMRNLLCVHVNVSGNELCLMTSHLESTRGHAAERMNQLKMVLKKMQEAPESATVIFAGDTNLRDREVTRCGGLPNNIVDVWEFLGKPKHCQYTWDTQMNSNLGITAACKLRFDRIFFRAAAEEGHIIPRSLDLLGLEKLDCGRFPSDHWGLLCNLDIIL
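test system = human TDP2 enzyme | input = TDP2 enzyme at 120 nM final | medium = 50 mM Tris-HCl pH 7.5 with Mg2+, KCl, DTT, BSA | also added = T5PNP substrate, 5 mM | times = 2 h at 37 °C | technique = epi absorbance | benchmarks = high control without enzyme, low control DMSO plus TDP2 | replication = each compound tested once, singlicate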
mABHD4 FP = inhibits mouse alpha/beta hydrolase domain 4; Q8VD66; purified mABHD4, FP-Rh probe fluorescence polarization; inhibition, % at 8.92 µM; 0.54% of 370,000 active; AID 720543;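 active = inhibition exceeding the mean over every tested compound plus 3 SD, cut at about 30% in these data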;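 note: 0% = plate median of compound wells and 100% = S159A mutant with DMSO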
Target sequence (Q8VD66 whole entry, looked up, the tested form may be a part): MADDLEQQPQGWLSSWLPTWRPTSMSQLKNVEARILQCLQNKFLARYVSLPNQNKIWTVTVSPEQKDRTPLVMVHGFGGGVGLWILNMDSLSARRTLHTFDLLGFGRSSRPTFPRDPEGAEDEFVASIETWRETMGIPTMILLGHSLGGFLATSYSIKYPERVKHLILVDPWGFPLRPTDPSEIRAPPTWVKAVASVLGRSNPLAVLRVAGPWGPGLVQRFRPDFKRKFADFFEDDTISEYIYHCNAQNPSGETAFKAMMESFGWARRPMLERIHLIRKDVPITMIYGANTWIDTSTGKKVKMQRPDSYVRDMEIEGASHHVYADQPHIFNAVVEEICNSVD
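Assay system: wild-type mouse ABHD4 protein; compound: single nominal dose of 8.92 µM, 0.89% DMSO final; schedule: 45 min + 60 min at 25 °C; measured by: FP readout, ex 525 nm / em 598 nm; evaluation: % inhibition of FP-Rh probe binding versus controls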
HTRA1 inh = blocks human HTRA1 serine peptidase; Q92743; recombinant HTRA1, FP-rhodamine activity-based probe, fluorescence polarization; inhibition, % at 5.96 µM; 0.5% of 340,000 active; AID 504803; in the data active = inhibition above about 36%;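 note: 0% = enzyme with DMSO and 100% = wells lacking enzyme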
SIAE inh = blocks human sialic acid acetylesterase | Q9HAT2 | SIAE FP-Rh probe binding, fluorescence polarization | inhibition, % at 9.66 µM | 0.69% of 370,000 active | AID 1053197;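 active = inhibition above a cutoff: mean of compounds within the control limits plus 3 SD of those, cut at about 17% in these data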;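 note: 0% = plate median of compound wells and 100% = probe without SIAE protein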
LEDGF integ inh = blocks HIV-1 LEDGF/p75-dependent DNA integration | TR-FRET IN-LEDGF/p75 DNA integration, Eu/Cy5 | inhibition, % at 3.7 µM | 0.64% of 370,000 active | AID 743269;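 active = inhibition above the screen-wide mean plus 3 SD, cut at about 13% in these data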;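 note: signal is the Cy5 over europium emission ratio at 671 and 618 nm; 0% = plate median of compound wells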
PG9 Ab binder = PG9 antibody binding by small molecule; AID 624416; TR-FRET gp120-PG9 antibody binding; inhibition, % at 6.7 µM; 0.43% of 360,000 active; in the data active = inhibition above about 8.5%
PRMT1 inh = blocks human protein arginine methyltransferase 1; Q99873; AID 652257; inhibition, % at 2.79 µM; recombinant PRMT1, activity-based probe fluorescence polarization; 1.3% of 370,000 active;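 active = inhibition above about 21% made by adding two undisclosed values, limit read from the data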
Target sequence (Q99873 whole entry, looked up): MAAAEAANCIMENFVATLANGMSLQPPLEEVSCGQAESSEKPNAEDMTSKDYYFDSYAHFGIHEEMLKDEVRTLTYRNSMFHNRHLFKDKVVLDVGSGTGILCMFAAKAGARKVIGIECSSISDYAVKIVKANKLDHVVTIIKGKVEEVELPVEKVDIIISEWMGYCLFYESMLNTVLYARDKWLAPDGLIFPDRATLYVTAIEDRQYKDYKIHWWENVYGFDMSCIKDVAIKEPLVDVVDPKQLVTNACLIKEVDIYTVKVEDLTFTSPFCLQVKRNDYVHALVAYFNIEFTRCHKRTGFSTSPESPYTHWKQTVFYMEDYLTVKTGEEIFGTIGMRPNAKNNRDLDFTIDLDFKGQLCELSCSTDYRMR
rCAG binder = molecules binding r(CAG) RNA repeats. r(CAG) RNA repeat, TO-PRO-1 dye displacement fluorescence. inhibition, % at 3 µM. 1.3% of 370,000 active;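 active = inhibition above the plate cutoff, the mean of all test compounds on that plate plus 3 SD, cut at about 35% in these data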;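 note: 0% = DMSO alone and 100% = 100 µM mitoxantrone as full dye displacement; higher means more dye released from RNA so lower well fluorescence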
* hit, by the source's call; nt = no result given. An excerpt; the hit share may differ from the screen's.

SMILES	Rev-erbA mod	TCR-CD3 inh	TDP2 inh	mABHD4 FP	HTRA1 inh	SIAE inh	LEDGF integ inh	PG9 Ab binder	PRMT1 inh	rCAG binder
CC1CCC(=C(C#N)C(=O)Nc2cccc(Cl)c2)CC1 (stereo not given)	-2.0	3.5	-5.9	-2.8	-11.1	-5.4	0.5	-0.2	-3.9	0.2
O=C(NCc1ccncc1)C1CCN(C(=O)c2cccc(Cl)c2)CC1	-0.3	4.1	14.2	4.1	9.6	0.3	2.1	-1.2	-1.7	0.2
CSCCC1NC(=O)N(CC(=O)Nc2ccc3c(c2)OCCO3)C1=O (stereo not given)	-2.9	6.1	9.8	-0.3	-1.9	2.0	-2.4	1.2	-1.7	1.1
O=C1CN(S(=O)(=O)c2ccccc2)CCN1	-3.1	0.0	0.1	1.7	-1.9	-0.4	0.1	-2.0	-4.0	6.5
COc1ccccc1-c1c(NC(=O)c2ccco2)n(-c2ccccc2)nc(C)c1=O	0.2	4.5	2.0	-4.5	nt	-1.4	0.5	-0.6	0.0	1.4
CCOC(=O)c1c(C)[nH]c(C(=O)COC(=O)c2ccc(F)c(S(=O)(=O)N3CCOCC3)c2)c1C	16.3	4.5	4.9	0.2	-2.0	0.4	0.9	17.3*	1.5	4.7
O=c1[nH]cc(C(F)(F)F)cc1NS(=O)(=O)c1ccccc1[N+](=O)[O-]	-1.8	1.9	11.3	-2.3	5.2	2.0	0.3	0.7	-2.8	3.1
CC(C)CC(=O)Nc1ccc(-c2nc3ccccc3c(=O)o2)cc1	-0.6	1.6	1.2	-11.1	-27.6	-11.3	1.4	0.8	-3.8	15.4
O=C(Nc1nccs1)C1CC(=O)N(c2ccc(F)cc2)C1 (stereo not given)	4.5	7.3	2.0	2.9	-0.4	0.0	-1.0	-1.1	1.4	1.7
COc1ccc(C2=NN(CC(=O)NCC(OC)OC)C(=O)CC2)cc1	-1.3	-1.1	10.3	9.5	4.5	-8.2	-6.0	-2.2	2.1	-0.6
CC1(C(=O)Nc2ccc3c(c2)OCO3)CCN1C(=O)Cc1cccs1 (stereo not given)	1.9	2.4	-7.0	-3.6	nt	9.7	5.5	0.0	0.7	0.5
Cc1cc(/C=C/C(=O)O)c(C)n1-c1ccc(Cl)cc1	1.8	1.4	-6.2	14.8	-8.8	3.2	-1.6	-0.1	2.6	0.4
CCCN(CC1CCCO1)C(=O)CCc1nnc(CCc2ccc(OC)cc2)o1 (stereo not given)	4.0	-3.9	2.2	-0.5	8.3	-6.0	0.6	0.5	-2.3	-7.6
CCN(c1ccccc1)S(=O)(=O)c1ccc(C(=O)N2CCOCC2)cc1	-2.3	7.4	-11.6	-4.4	1.1	-4.4	4.5	-1.9	-7.5	-0.6
NC1=NC[C@H](Cc2ccc(O)cc2)N1CCC12CC3CC(CC(C3)C1)C2	0.2	-4.7	-8.1	17.0	-17.1	-1.7	-0.2	-1.3	-3.6	11.5
O=C(Nc1ccc(C(=O)Nc2ccccc2Cl)cc1)c1cccnc1	-3.2	-7.5	-1.7	8.6	1.8	-4.8	-1.5	-1.8	1.2	-3.3
COc1ccc(-n2c(=S)[nH]c3cc(C(=O)Nc4ccc(F)cc4)ccc3c2=O)c(OC)c1	4.9	-8.8	-6.4	-5.8	-19.8	-31.7	-8.7	-2.0	4.0	20.8
Cc1cccc(NC(=O)CCNC(=O)c2ccco2)c1	-3.6	-0.6	-17.5	2.8	0.8	-1.2	1.6	-1.2	-2.9	4.4
O=C1c2ccccc2C(=O)N1Cc1cccnc1	8.4	2.1	-16.9	-8.8	8.2	-1.6	3.8	0.5	-7.5	1.2
Cc1ccc(N(C(=O)c2snc(C(N)=O)c2N)C(C(=O)NCc2ccccc2)c2ccncc2)c(C)c1 (stereo not given)	-4.8	4.1	0.2	-4.2	-15.3	-11.8	-0.7	-1.6	-2.3	1.2
Cc1ccc(C(=O)NNC(=O)C2CCN(C(=O)OC(C)(C)C)CC2)cc1	-1.9	0.9	12.4	-1.6	6.0	1.0	-0.5	-3.7	-3.4	-0.4
O=C(NCCN1CCCCC1)Nc1ccccc1Cl	2.8	6.7	4.6	0.4	1.5	0.0	2.8	1.5	-4.9	5.1
COc1ccccc1CNC(=O)C1CCCN(S(=O)(=O)c2c(C)[nH]c(=O)[nH]c2=O)C1 (stereo not given)	-1.5	5.2	-8.7	-2.0	6.9	-10.1	0.7	0.4	-0.9	2.7
O=c1c([N+](=O)[O-])cn(Cc2ccccc2)c(=O)n1Cc1ccccc1	-4.9	-6.2	9.3	-11.0	7.3	-3.6	11.0	-2.6	-3.1	2.1
Cc1ccc(C)c(NC(=S)N(Cc2ccc(Cl)cc2)Cc2ccc(C(=O)O)cc2)c1	-4.7	-1.4	0.2	-11.1	-41.4	-5.2	-0.5	0.2	-0.9	44.5*
C[C@H]1CCCC(=O)N[C@@H](c2ccccc2)[C@@H](C)CCCC(=O)N[C@H]1c1ccccc1	-3.6	nt	1.1	5.1	nt	2.4	-3.0	nt	2.2	3.5
Cc1onc(-c2c(F)cccc2Cl)c1C(=O)Nc1nnc(C(F)(F)F)s1	3.9	6.7	2.3	-4.7	-3.8	4.8	0.2	24.4*	1.7	16.1
CCc1noc(C)c1C(=O)OCC(=O)NCCc1ccc(OC)cc1	-0.2	10.3	14.3	0.8	-1.5	7.4	-3.1	1.2	-2.2	-5.2
O=C1C(=O)N(Cc2cccc([N+](=O)[O-])c2)c2ccccc21	-0.4	-0.2	0.8	0.7	-9.1	2.2	1.6	0.6	-4.2	1.2
Cc1ccc([C@H]2C[C@@H](O)[C@H](n3cc(-c4ccc(F)cc4)nn3)CN2C(=O)C2CCCCC2)cc1	3.5	-5.9	-9.7	-16.0	-35.2	-8.2	0.0	1.9	-3.3	5.5
COc1cccc(OCCOc2c(OC)cccc2OC)c1	1.7	-9.5	2.8	-11.1	-7.1	0.6	0.2	-0.5	5.7	-6.3
O=C(CCN1C(=O)c2ccccc2S1(=O)=O)Nc1ccc2c(c1)OCCO2	-4.4	-5.2	11.4	2.9	-0.8	0.8	-0.2	0.8	-2.1	-4.3
O=C(Nc1cccc(Cl)c1)Nc1nc(-c2ccc(Cl)cc2)cs1	-4.2	5.4	-2.0	-12.6	-19.7	-9.0	-0.2	1.0	1.6	30.6
CC(NC(=O)CSc1ccccc1C(=O)O)C1CC2CCC1C2 (stereo not given)	-2.0	3.5	-0.4	0.3	9.7	-5.9	-3.8	-0.9	1.0	1.7
CC(C)c1ccc(NC(=O)N2CCc3ccccc3C2)cc1	8.3	-2.5	0.5	-2.6	-26.9	-5.0	-3.4	-2.5	2.0	-1.2
CC1CN(C(=O)c2ccccc2)c2ccccc2NC1=O (stereo not given)	-1.5	11.0	-0.5	1.4	8.1	0.6	-1.3	-1.1	-0.1	-1.3
COc1ccccc1/C=C/C(=O)N1CCCC1	-3.5	5.0	15.2	5.8	-2.1	5.4	0.3	-1.2	1.6	-1.0
FC(F)(F)c1cc(CCN2CCNC[C@@H]2c2ccccc2)cc(C(F)(F)F)c1	1.6	-2.7	7.0	20.3	-2.5	5.2	-3.3	-0.1	2.3	4.7
COc1ccc(CCNC2CCc3ccccc3C2)cc1 (stereo not given)	-2.5	-7.5	-9.5	-1.6	5.0	-2.2	3.2	0.0	-1.2	3.2
CCCn1nc(C(=O)Nc2ccc(-n3cnnn3)cc2)c2ccccc2c1=O	7.0	-8.8	-1.4	8.3	-2.5	6.5	-1.7	1.2	-1.8	0.0
S=C1NCc2cncnc2N1	-2.3	-1.1	6.5	5.5	nt	-2.8	-0.6	0.3	1.3	0.8
COc1ccccc1N(CC(O)Cn1nc(C)cc1C)S(=O)(=O)c1ccccc1 (stereo not given)	0.6	2.4	-2.9	-3.4	nt	1.4	0.2	-1.1	-1.6	0.8
Oc1ccc(N=Nc2ccc(Br)cc2)c(O)c1	8.3	4.4	2.9	-0.7	11.1	-3.3	-3.6	-1.7	-2.4	8.8
COC(=O)C/C=C/[C@@H](C)[C@H](NC(=O)OCC(Cl)(Cl)Cl)c1ccc(-c2ccccc2)cc1	-3.8	nt	8.4	-11.2	nt	-8.1	-6.2	nt	3.9	6.7
O=C(COC(=O)CCC1CCCC1)Nc1ccccc1OC(F)F	3.4	-2.5	-2.0	-4.2	-7.5	2.1	5.8	1.4	-0.8	-6.7
CCOc1cc(N2CCOCC2)c(OCC)cc1NC(=O)CN1CCc2ccccc2C1	-0.1	-3.1	-1.6	30.9*	4.8	6.4	-0.8	0.9	9.3	-2.3
CC(=O)/C(=N\Nc1ccc(Cl)cc1)Sc1nnc(-c2ccccc2)n1-c1ccccc1	-1.1	4.6	0.4	-2.6	-1.4	3.8	0.2	1.4	-0.1	-1.2
CCc1ccc2[nH]cc(C(=O)OCCOC)c(=O)c2c1	3.5	5.4	2.6	-1.6	0.3	1.3	0.1	0.8	0.4	-0.9
CC(C)(C)NC(=O)CC1C(=O)NCCN1Cc1c(F)cccc1Cl (stereo not given)	2.4	0.9	-0.1	2.0	2.1	1.1	0.0	-1.5	1.6	-3.1
O=C(Nc1cccc(C(F)(F)F)c1)C1Cc2c(-c3ccco3)ccnc2O1 (stereo not given)	4.9	-1.7	-9.8	-2.4	nt	-8.6	1.6	0.2	-0.2	5.9

In the list so far, 2 contain a tert-butyl group.
SMILES	Rev-erbA mod	TCR-CD3 inh	TDP2 inh	mABHD4 FP	HTRA1 inh	SIAE inh	LEDGF integ inh	PG9 Ab binder	PRMT1 inh	rCAG binder
Cc1ccc(C(=O)NNC(=O)C2CCN(C(=O)OC(C)(C)C)CC2)cc1	-1.9	0.9	12.4	-1.6	6.0	1.0	-0.5	-3.7	-3.4	-0.4
CC(C)(C)NC(=O)CC1C(=O)NCCN1Cc1c(F)cccc1Cl (stereo not given)	2.4	0.9	-0.1	2.0	2.1	1.1	0.0	-1.5	1.6	-3.1

(listing goes on)
SMILES	Rev-erbA mod	TCR-CD3 inh	TDP2 inh	mABHD4 FP	HTRA1 inh	SIAE inh	LEDGF integ inh	PG9 Ab binder	PRMT1 inh	rCAG binder
CC(=O)NCCOc1nc(N(C)C)nc(N2CCOCC2)n1	3.4	4.9	8.5	7.5	3.2	-0.4	-1.7	-1.4	-1.2	-3.7
CCN=C1S/C(=C\c2cn(CC(=O)NCCOC)c3ccccc23)C(=O)N1CC	9.8	-1.0	-0.1	-3.4	1.8	5.0	2.5	-3.6	-2.6	-1.7
CCOP(=O)(OCC)C(NC(=O)NS(=O)(=O)c1ccc(C)cc1)c1ccccc1 (stereo not given)	3.5	2.0	8.8	3.4	0.3	5.0	2.7	-2.6	0.5	0.3
COc1ccccc1/C=N/NC(=O)COCC(=O)N/N=C/c1ccccc1OC	0.9	-12.5	6.1	2.9	-3.5	-6.8	0.9	-1.4	5.2	-1.6
CCCc1c(O)nc(SCCN(CC)CC)n(C(=O)c2ccccc2)c1=O	-4.3	5.2	2.9	-3.8	5.8	5.1	-0.5	-0.9	-1.0	0.1
CCOc1ccc(NS(=O)(=O)c2csc(C(N)=O)c2)cc1	-2.1	0.4	2.0	-7.0	6.0	4.2	-1.7	-0.3	-5.4	2.8
